STK33 kinase inh = inhibitors of human STK33 kinase; Q9BYT3; purified STK33, MBP phosphorylation, ADP-Glo luminescence; inhibition, % at 10 µM; 320,000 compounds, 0.073% hits;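 active = inhibition at or above 25%, using the most active replicate where run in duplicate; inactive = inhibition below 25%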
Target sequence (Q9BYT3 whole entry, looked up): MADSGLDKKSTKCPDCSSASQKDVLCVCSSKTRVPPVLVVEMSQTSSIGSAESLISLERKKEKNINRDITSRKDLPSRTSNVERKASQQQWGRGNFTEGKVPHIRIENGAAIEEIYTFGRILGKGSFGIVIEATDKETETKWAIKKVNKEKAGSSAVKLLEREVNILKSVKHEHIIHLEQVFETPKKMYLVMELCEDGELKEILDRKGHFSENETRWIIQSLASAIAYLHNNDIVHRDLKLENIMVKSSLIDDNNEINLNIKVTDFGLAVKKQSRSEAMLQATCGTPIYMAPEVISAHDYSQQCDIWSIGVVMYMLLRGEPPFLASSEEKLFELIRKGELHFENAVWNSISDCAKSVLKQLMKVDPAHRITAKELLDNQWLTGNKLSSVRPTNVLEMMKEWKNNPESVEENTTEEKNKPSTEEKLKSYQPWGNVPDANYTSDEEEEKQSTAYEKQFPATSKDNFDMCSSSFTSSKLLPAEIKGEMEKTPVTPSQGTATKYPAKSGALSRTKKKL
OX1R antag-1 = blocks the human orexin 1 receptor; CHO/OX1R cells, Fluo-8 calcium fluorescence, orexin A; inhibition, % at 5 µM; 330,000 compounds, 0.43% hits; AID 434989;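 active = inhibition above its plate's threshold, mean inhibition of all tested compounds on the plate plus 3 SD, cut at about 37% in these data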;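 note: 0% = orexin A challenge wells and 100% = SB-334867-A antagonist wells; not every result past the cut was called active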
Target sequence (O43613 whole entry, looked up): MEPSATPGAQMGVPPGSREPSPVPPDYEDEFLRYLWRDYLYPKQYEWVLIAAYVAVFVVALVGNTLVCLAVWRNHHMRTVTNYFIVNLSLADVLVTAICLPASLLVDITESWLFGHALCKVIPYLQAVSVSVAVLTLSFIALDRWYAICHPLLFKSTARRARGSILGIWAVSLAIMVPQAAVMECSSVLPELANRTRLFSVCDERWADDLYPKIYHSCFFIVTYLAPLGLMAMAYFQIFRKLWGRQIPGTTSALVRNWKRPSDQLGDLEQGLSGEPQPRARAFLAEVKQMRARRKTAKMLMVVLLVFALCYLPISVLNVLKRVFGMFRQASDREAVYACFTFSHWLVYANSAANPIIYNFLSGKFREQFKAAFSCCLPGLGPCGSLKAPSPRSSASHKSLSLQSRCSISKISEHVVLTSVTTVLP
OX1R antag-2 = OX1R (human) antagonism; O43613; OX1R-expressing cells, FRET antagonist read-out; inhibition, % at 6.6 µM; 330,000 compounds, 1.8% hits; AID 485270; in the data active = inhibition mostly above about 38%, no sharp cut-off; inactive = mostly below about 40%;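 note: 0% = agonist challenge alone and 100% = reference antagonist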
Active calls of the source: *; & = joins results of further samples.

STK33 kinase inh | OX1R antag-1 | OX1R antag-2 | SMILES
-2.8 | -24 | 59 | C[n+]1ccc(/C=C/c2ccc(Br)cc2)cc1
-1.2 | -7 | 13 | Cc1ccc(CCNC(=O)C2CC(c3cc(C(F)(F)F)cc(C(F)(F)F)c3)=NO2)cc1 (configuration not stated)
15 | -23 | 11 | CCOc1ccc(N2CC(C(=O)Nc3nnc(CC)s3)CC2=O)cc1 (configuration not stated)
-1.7 | -22 | 34 | COc1ccc2cc(C(=O)C3CCCN(Cc4cnc(N5CCOCC5)s4)C3)ccc2c1 (configuration not stated)
0.7 | 0 | 46 | CCN(CC)c1ccc(/C=C(/C#N)C(=O)NC(C)C)o1
-2.1 | -7 | -2 | COc1cccc(NC(=S)N2c3ccccc3CC2C)c1 (configuration not stated)
-0.8 | -10 | 5 | COc1ccccc1N1CCN(CCC(=O)Nc2ccc(F)cc2)CC1
-1.6 | -26 | 6 | Cc1ccc(OCC(=O)OCC(=O)NC2CC2)cc1C
-0.4 | -13 | 19 | Cc1cc(C)n2nc(SC(C)C(=O)Nc3ccc(Cl)cn3)nc2n1 (configuration not stated)
-0.9 | -10 | 38 | Cc1cccc2cc(CN(Cc3cccs3)S(=O)(=O)c3ccc4c(c3)OCCO4)c(=O)[nH]c12
-0.4 | -8 | 1 | CC(=O)Nc1ccc(C(=O)N2CCCC2)cc1
4.0 | -14 | 13 | O=C(/C=C/c1ccc2c(c1)OCO2)c1ccco1
0.5 | -17 | 1 | COc1ccc(CNC(=O)CCCC(=O)n2nc(C)c3ccccc32)cc1
-1.3 | -9 | 2 | C=CCN1C(=O)C(CC(=O)Nc2ccc(OC)cc2)N(Cc2ccco2)C1=S (configuration not stated)
-0.8 | -6 | 20 | Cc1cccc(N2C(=O)C(Oc3ccc(Cl)cc3Cl)C2C=O)c1C (configuration not stated)
0.7 | -7 | 17 | Nc1nc(CN2CCN(c3ccccc3F)CC2)nc(N2CCCc3ccccc32)n1
-1.9 | -23 | 37 | Cc1cc(C(=O)NC(C)Cc2ccccc2)cc(C)c1[N+](=O)[O-] (configuration not stated)
-2.8 | -6 | 9 | CC(C)(C)c1ccc(C(O)CCCN2CCC(C(O)(c3ccccc3)c3ccccc3)CC2)cc1 (configuration not stated)
-1.3 | -10 | 15 | O=C(O)c1cccc(NC(=O)c2cc(S(=O)(=O)N3CCOCC3)cs2)c1
-1.5 | -14 | 21 | CCCCn1c(N)c(N(CCOC)C(=O)C2CC(=O)N(Cc3ccc(C)cc3)C2)c(=O)[nH]c1=O (configuration not stated)
-0.3 | -19 | 0 | O=C(COC(=O)CN1C(=O)C2CCCCC2C1=O)Nc1c(Cl)cccc1Cl (configuration not stated)
-1.4 | -9 | 23 | CC(Oc1ccc(C(=O)NC2CCCCC2)cc1)C(=O)O (configuration not stated)
-1.4 | 2 | 3 | CC1CC(NNC(=O)c2ccccc2)=Nc2ccccc2N1C (configuration not stated)
1.1 | -10 | 19 | Cc1ccc(S(=O)(=O)Nc2c(C)nc3nc[nH]n3c2=O)c(C)c1
0.4 | -44 | 15 | Cc1ccc(CN2CCN(CC(=O)NC(C)CCc3ccccc3)C2=O)cc1 (configuration not stated)
0.1 | -76 | 10 | COC(=O)c1ccc(CSc2cc(C)c3cccc(C)c3n2)o1
2.0 | -23 | 7 | O=C(CSCc1n[nH]c(=O)[nH]1)NCCOc1cccc(Oc2ccccc2)c1
1.8 | -9 | 7 | Cc1nn(CC(=O)N2CCC(C(N)=O)CC2)c(=O)c2nn(-c3ccccc3)c(C)c12
-1.3 | -1 | 3 | CC(NC(=O)c1ccc2c(c1)OCO2)c1cccc(C(F)(F)F)c1 (configuration not stated)
-0.4 | -5 | 20 | Cc1cc(-c2csc(N)n2)c(C)n1C
-0.3 | 0 | 5 | COc1ccc(N2CCN(C(=O)[C@H](Cc3c[nH]c4ccccc34)NC(C)=O)CC2)cc1
-0.3 | -31 | 14 | Cc1noc(C)c1S(=O)(=O)N(CC(=O)NC1CCC(C)CC1)c1ccc(C(C)C)cc1 (configuration not stated)
-0.1 | -5 | 10 | CCOC(=O)c1cc(-c2ccccc2)sc1NC(=O)CSc1nnnn1C
-2.0 | 6 | 10 | Cn1c(N)c(C(=O)COC(=O)c2ccc(C(F)(F)F)cc2)c(=O)n(C)c1=O
-1.3 | -6 | 20 | COc1ccc(C(=O)NCCC(=O)NCc2cc(=O)n(C)c(=O)n2C)cc1
0.1 | 1 | 0 | CCC(=O)NN1CCc2cc3ccc(C)cc3nc21
-1.8 | -5 | 17 | O=C(NC(Cc1ccccc1)C(=O)O)/C(=C\c1ccco1)NC(=O)c1ccccc1Br (configuration not stated)
-1.8 | -3 | 7 | CC(C)Cc1nnc(NC(=O)CC(=O)Nc2ccccc2C(=O)O)s1
-0.4 | -11 | 17 | Cc1cnc(=O)[nH]c1SCc1cccc([N+](=O)[O-])c1
2.2 | -18 | 9 | Cc1ccc(Cn2c(Sc3ncccn3)nc3c2c(=O)[nH]c(=O)n3C)cc1
1.6 | -2 | 56 | O=C(/C=C/c1ccc([N+](=O)[O-])cc1)NCc1cccs1
-0.3 | 0 | 35 | CS(=O)(=O)N1CCCC(c2nc(-c3ccc(S(=O)(=O)NCc4ccccc4)cc3)no2)C1 (configuration not stated)
-1.2 | -40 | 9 | Cc1ccc(S(=O)(=O)Cn2nnnc2C(CC(C)C)N2CCN(C)CC2)cc1 (configuration not stated)
-0.2 | -25 | 15 | CN(C(=O)c1cccc(Cl)c1)C1CCCN(Cc2ccccc2F)C1 (configuration not stated)
0.1 | -21 | 8 | O=C1c2ccccc2C(O)N1Cc1ccccc1Cl (configuration not stated)
-1.0 | 3 | 23 | COc1cccc(OCc2cc(/C=N/NC(=O)c3nc(Cl)c(Cl)c(N)c3Cl)ccc2OC)c1
-1.0 | -8 | 1 | COc1cc(CNC(C)(C)CO)ccc1OCC(=O)NC(C)(C)C
-0.8 | -2 | 16 | Cc1c(CN2CCCCC2)c(O)n(CCCO)c(=O)c1C#N
0.1 | 2 | 19 | O=C1[C@@H]2[C@@H]3C[C@@H]([C@H]4ON=C(c5ccc(OCc6ccccc6)cc5)[C@@H]34)[C@@H]2C(=O)N1c1ccc2c(c1)OCO2
-2.5 | -13 | 8 | COc1ccc(C2=CSC(/N=C/c3ccc(F)cc3)=NN2)cc1
-1.1 | -41 | 30 | Cc1ccc(C(c2nnnn2Cc2ccccc2)N2CCN(Cc3ccccc3)CC2)cc1 (configuration not stated)
-0.3 | -15 | 8 | Cc1ccc(OCCCC(=O)N2CCN(S(=O)(=O)c3cccc(F)c3)CC2)cc1
1.3 | -32 | 10 | Cc1ccc2cc(CN(CCCN3CCOCC3)C(c3nnnn3Cc3ccco3)C(C)C)c(=O)[nH]c2c1C (configuration not stated)
1.0 | -7 | 0 | CC(=O)Nc1ccc(NC(=O)c2cccc(-c3cc4ccccc4oc3=O)c2)cc1
-0.3 | -4 | 9 | Cn1c(SCC(=O)N2CCN(S(=O)(=O)c3ccc(Cl)cc3)CC2)nc2ccccc21
-2.2 | -7 | 6 | CCC(C)(C(=O)NC1CCCCC1)N(C(=O)CC1NC(=O)NC1=O)c1c(C)n(C)n(-c2ccccc2)c1=O (configuration not stated)

The listing continues:
STK33 kinase inh | OX1R antag-1 | OX1R antag-2 | SMILES
-1.7 | -18 | 22 | C#CCSc1nnc(-c2sc3ccccc3c2Cl)o1
0.0 | -33 | 47 | Cc1ccc(NC(=O)COC(=O)c2cc(-c3cccs3)nn2-c2ccccc2)cc1[N+](=O)[O-]
-1.3 | -1 | -2 | O=C(O)CNC(=S)N(Cc1ccccc1F)C1CCCCC1
-0.8 | 6 | 24 | CN1CCN(c2ccc([N+](=O)[O-])cc2C(=O)N2CCOCC2)CC1
-1.0 | -12 | 7 | Cc1noc(C(=O)NCc2ccccc2)c1Cl
-1.5 | 6 | 40 | COCCCNC(=O)/C(C#N)=C/c1ccc(OCC(=O)O)c(OC)c1
-3.7 | -11 | 14 | COC(=O)c1cc(NC(=O)C23CCC(C)(C(=O)O2)C3(C)C)cc(C(=O)OC)c1 (configuration not stated)
-1.3 | -50 | 22 | CCCn1c(C(C)Nc2nc(-c3ccc(C)cc3)cs2)nc2ccccc21 (configuration not stated)
-0.5 | -15 | 13 | COc1cc(/C=N\NC(=O)c2ccc(Cn3cc(Br)c([N+](=O)[O-])n3)o2)cc(OC)c1O
0.5 | 13 | 5 | COC(=O)c1c(-c2ccc(SC)cc2)sc2ccc(OC)cc12
0.5 | -45 | 10 | C=CCn1c(SCC(=O)c2ccc(Br)cc2)nnc1C(C)NC(=O)Cc1ccc(OC)cc1 (configuration not stated)
-1.7 | -17 | 8 | O=C(CSc1ccccc1)Nc1ccccc1C(=O)O
-0.4 | -32 | 12 | O=C(CCSc1nc(-c2ccco2)cc(C(F)(F)F)n1)NCc1ccccn1
-1.5 | -12 | -8 | S=c1[nH]nc(COc2ccccc2)n1/N=C/c1cccc(Cl)c1Cl
-3.5 | -4 | 7 | O=C(N/N=C/c1ccc(N2CCOCC2)cc1)c1ccncc1
-0.1 | -17 | 8 | Cc1cc(S(=O)(=O)NC2CCCCC2)c(C)s1
0.0 | -2 | 3 | CS(=O)(=O)N(CC(=O)NCc1ccc2c(c1)OCO2)c1ccc(Cl)cc1
-0.3 | -15 | 17 | Cc1ccccc1CN(c1ccc(C(=O)Nc2ccccc2C(=O)N2CCCC2)cc1)S(C)(=O)=O
-1.9 | -33 | 8 | CC(C)NC(=O)c1cc(-c2ccc3c(c2)OCO3)on1
0.6 | -7 | 21 | Cc1ccc(NC(=O)CSc2nnc(-c3ccco3)c(-c3ccco3)n2)cc1
-0.9 | -10 | 9 | O=C(CN1CCN(Cc2ccccc2F)C1=O)NCCN1CCOCC1
-1.3 | 3 | 26 | CC(=O)N=Cc1c(C)c(C#N)c(=O)n(C)c1O
0.1 | -34 | 43 | COc1ccc(-c2[nH]ncc2/C=C(/C#N)C(=O)NC2CCCCCC2)cc1
0.1 | -16 | 19 | Cn1cnc2c1c(=O)n(Cc1c(Cl)cccc1Cl)c(=O)n2C
-0.2 | -5 | 4 | CN(C)CCC(=O)c1ccc2c(c1)OCO2
-0.2 | -18 | 27 | O=C(CSc1ccc([N+](=O)[O-])cn1)Nc1cc(C(F)(F)F)ccc1N1CCOCC1
0.6 | -27 | 20 | CCN(/N=C/c1ccc(Cl)cc1)c1cc(=O)n(C)c(=O)[nH]1
-0.3 | 3 | 7 | CCSc1nnc(NC(=O)c2cc(C)on2)s1
-1.4 | -31 | 51 | CCCNC(=O)c1cccc(Cn2nc(C)c(Br)c2C)c1
0.8 | -6 | 5 | O=C(O)C1CCCN(S(=O)(=O)c2cccc3cccnc23)C1 (configuration not stated)
-2.6 | 7 | -7 | NC(=O)CN1CCCN(S(=O)(=O)c2ccc(Br)cc2)CC1
8.1 | -24 | 23 | O=C1c2cccc3c2[C@H](CCC3)CN1[C@@H]1CN2CCC1CC2
-2.0 | -13 | 23 | Cc1cccc(C)c1NC(=O)C1CCCN1S(=O)(=O)c1ccc(-c2ccc(=O)[nH]n2)s1 (configuration not stated)
-1.6 | -17 | 5 | Cc1ccc(Cn2c(SC3CCOC3=O)nc3ccccc3c2=O)cc1 (configuration not stated)
-2.7 | -11 | 8 | COc1ccc(C(=O)OCC(=O)NCC2CCCO2)cc1 (configuration not stated)
0.0 | -16 | 23 | CCOc1ccc(NC(=O)Cn2c(=O)oc3ccccc32)cc1
0.2 | 2 | 20 | Cc1ccn2c(C(=O)CSc3ccc(Cl)cc3)c(C)nc2c1
0.0 | -5 | 4 | CN(C)c1ccc(/C=N/NC(=O)c2ccccc2O)o1
-3.3 | -31 | 12 | COC(=O)c1ccccc1NC(=O)N1CCN(c2ccccc2F)CC1
-0.5 | -13 | 5 | Cc1ccc(-n2c(C)cc(C(=O)OCC(=O)N3CCOCC3)c2C)cc1

An excerpt of these results, as labelled records.
Cc1ccc(Cn2c(SC3CCOC3=O)nc3ccccc3c2=O)cc1 (configuration not stated)
  STK33 kinase inh = -1.6
  OX1R antag-1 = -17
  OX1R antag-2 = 5

Cc1ccc(-n2c(C)cc(C(=O)OCC(=O)N3CCOCC3)c2C)cc1
  STK33 kinase inh = -0.5
  OX1R antag-1 = -13
  OX1R antag-2 = 5

CCOc1ccc(NC(=O)Cn2c(=O)oc3ccccc32)cc1
  STK33 kinase inh = 0.0
  OX1R antag-1 = -16
  OX1R antag-2 = 23

Cc1ccn2c(C(=O)CSc3ccc(Cl)cc3)c(C)nc2c1
  STK33 kinase inh = 0.2
  OX1R antag-1 = 2
  OX1R antag-2 = 20

The main list resumes; the 4 compounds before the break are reprinted first.
STK33 kinase inh | OX1R antag-1 | OX1R antag-2 | SMILES
0.2 | 2 | 20 | Cc1ccn2c(C(=O)CSc3ccc(Cl)cc3)c(C)nc2c1
0.0 | -5 | 4 | CN(C)c1ccc(/C=N/NC(=O)c2ccccc2O)o1
-3.3 | -31 | 12 | COC(=O)c1ccccc1NC(=O)N1CCN(c2ccccc2F)CC1
-0.5 | -13 | 5 | Cc1ccc(-n2c(C)cc(C(=O)OCC(=O)N3CCOCC3)c2C)cc1
1.7&-0.1 | -31&-41 | 20&7 | CCOC(=O)c1ccc(N=c2sc(C(=O)OC)cc(=O)n2CCCN2CCOCC2)cc1
-1.1 | 2 | 4 | CCc1cn(S(=O)(=O)c2ccccc2OC)nc1N
-0.7 | 7 | 14 | CN1CCN(NC(=O)c2ccccc2F)CC1
-1.0 | -8 | 1 | COc1ccc(NC(=S)NCc2cccs2)c(OC)c1
0.1 | -17 | 20 | Cc1nnc(SCC(=O)NNC(=O)c2ccc(Cl)cc2)s1
